Polio RdRp inh – poliovirus RdRp elongation inhibitors, primary screen, biochemical, fluorescence polarization, total intensity; Genome polyprotein (Poliovirus type 1 (strain Mahoney)), P03300; poliovirus polymerase elongation; active compounds read low; % elongation, % (compound at 16.7 µg/mL); 150,000 compounds, 0.66% hits; AID 588519, 2011; in the data active = % elongation below about 90%; also: some results filed as inactive read as strong as hits
Target sequence (P03300 1749-2209 limits assumed): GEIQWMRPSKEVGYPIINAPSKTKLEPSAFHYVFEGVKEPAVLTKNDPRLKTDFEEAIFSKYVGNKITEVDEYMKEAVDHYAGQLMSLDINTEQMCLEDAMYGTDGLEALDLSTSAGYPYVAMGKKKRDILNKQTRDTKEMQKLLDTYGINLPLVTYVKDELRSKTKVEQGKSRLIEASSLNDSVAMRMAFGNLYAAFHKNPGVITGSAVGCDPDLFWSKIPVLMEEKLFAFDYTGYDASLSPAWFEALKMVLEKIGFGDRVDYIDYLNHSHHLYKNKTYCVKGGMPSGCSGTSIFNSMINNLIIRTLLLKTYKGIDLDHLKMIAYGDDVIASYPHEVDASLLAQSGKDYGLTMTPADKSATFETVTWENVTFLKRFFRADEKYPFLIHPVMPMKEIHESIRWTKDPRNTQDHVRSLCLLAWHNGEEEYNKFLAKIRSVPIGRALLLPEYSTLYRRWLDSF
Polio RdRp inh FP z-score – second read-out of Polio RdRp inh, no call of its own (marks repeat the call); z-score; measured here: FP z-score; hits read low
* = called active by the depositor; & = joins results of further samples. An excerpt. The share of hits here may be higher or lower than overall.

The opening six compounds, to show the layout:
No.	SMILES	Polio RdRp inh	Polio RdRp inh FP z-score
1	CCCN(C(=O)C1CC1)c1nnc(-c2ccc(Cl)cc2)s1	104.0	0.6
2	O=C1NC2(CCCCCC2)C(=O)N1CCOc1cccc(Cl)c1	105.0	0.3
3	N#Cc1c(N)sc(=S)c2c1CCCC2	91.0	-1.8
4	Cc1ccc(C)c(N2CCN(C(=O)Cn3ncc4ccccc43)CC2)c1	107.0	2.8
5	Cc1ccc(CN(Cc2ccco2)C(=O)COc2ccc(Cl)cc2Cl)cc1	105.0	-0.5
6	Cc1cc(C)nc(SCC(=O)OCc2nnc(-c3ccccc3)o2)n1	103.0	0.2

All compounds of this part, from the first entry:
No.	SMILES	Polio RdRp inh	Polio RdRp inh FP z-score
1	CCCN(C(=O)C1CC1)c1nnc(-c2ccc(Cl)cc2)s1	104.0	0.6
2	O=C1NC2(CCCCCC2)C(=O)N1CCOc1cccc(Cl)c1	105.0	0.3
3	N#Cc1c(N)sc(=S)c2c1CCCC2	91.0	-1.8
4	Cc1ccc(C)c(N2CCN(C(=O)Cn3ncc4ccccc43)CC2)c1	107.0	2.8
5	Cc1ccc(CN(Cc2ccco2)C(=O)COc2ccc(Cl)cc2Cl)cc1	105.0	-0.5
6	Cc1cc(C)nc(SCC(=O)OCc2nnc(-c3ccccc3)o2)n1	103.0	0.2
7	COc1cc(OC)cc(C(=O)NCCSc2ccccc2)c1	100.0	-0.4
8	COc1cccc2s/c(=N/C(=S)NC(=O)c3ccc(C)cc3)n(C)c12	99.0	-0.3
9	Cc1ccc(C(=O)Nc2cc3ccccc3oc2=O)cc1	99.0	-0.8
10	COc1ccc(-n2nc3c(N4CCCC(C(=O)NCc5ccc(C)cc5)C4)nnc(C)c3c2C)cc1 (stereo not given)	89.0*	-2.2*
11	CCc1ccc(CNC(=O)c2nn(-c3ccc(OC)c(Cl)c3)c(=O)c3c2c2ccccc2n3C)cc1	107.0	0.5
12	COc1ccc(-c2noc(CC(=O)N(C)c3cccc(C)c3)n2)cc1	112.0	0.7
13	COc1ccc(-c2nc(CN3CCC(C(=O)NCCc4ccccc4)CC3)c(C)o2)cc1OC	104.0	-0.1
14	CCN(CC)C(=O)c1sc2c(c1C)c(=O)n(CCc1ccccc1)c(=O)n2Cc1cc(C)ccc1C	108.0	0.4
15	CC1CCN(CC(=O)Nc2ccc(S(N)(=O)=O)cc2)CC1	107.0	0.6
16	Cc1cccc(NC(=O)/C(=C\c2ccco2)NC(=O)c2cccs2)c1	103.0	0.3
17	Cc1cc(=O)n(-c2ccccc2)n1C	100.0&101.0	0&0.3
18	Cc1cc(Nc2ccccc2)n(C)n1	104.0	0.1
19	CCN(CC)C(=O)CSc1nc(-c2ccccc2)cc(-c2ccc(OC)cc2)c1C#N	103.0	-0.2
20	O=C(CSc1nc2ccsc2c(=O)n1-c1ccc(Cl)cc1)NCc1ccc(Cl)cc1	108.0	0.2
21	CCOC(=O)N1CCN(S(=O)(=O)N2CCC(C(=O)O)CC2)CC1	100.0	-0.1
22	Cc1ccc(S(=O)(=O)[N-]c2nc3ccccc3nc2-n2cc[n+](C)c2)cc1	104.0	0.3
23	COc1ccc(N2CCN(C(=O)CCc3nnc4n(C)c(=O)c5sccc5n34)CC2)cc1	104.0	-0.5
24	O=C(CN1CCN(S(=O)(=O)c2ccc(F)cc2)CC1)Nc1ccc(F)c(F)c1	102.0	0.4
25	CCOc1ccccc1OCCC(=O)O	108.0	0.2
26	O=c1n(Cc2ccc([N+](=O)[O-])cc2)c2ccccc2c2nc(-c3ccccc3)nn12	107.0	0.1
27	O=C(Cn1c(=O)oc2cc(Cl)ccc21)N1CCN(c2ccccc2)CC1	99.0	-1.2
28	O=C1CSc2ccc(C(=O)NCCN3CCCCCC3)cc2N1	102.0	0.6
29	CCOC(=O)C1CCN(S(=O)(=O)c2cc(-c3cc(C)no3)ccc2C)CC1	111.0	1
30	CC1CCC(C2NC(=O)c3ccccc3O2)CC1 (stereo not given)	104.0	0.9
31	Cc1cc2c(cc1S(=O)(=O)NCCN1CCCCCC1)OCC(=O)N2	101.0	-0.3
32	Cc1cc(NS(=O)(=O)c2ccc(NS(=O)(=O)CC34CCC(CC3=O)C4(C)C)cc2)no1 (stereo not given)	103.0	0.1
33	CCOc1ccc(S(=O)(=O)NCC(c2ccco2)S(=O)(=O)c2cccs2)cc1 (stereo not given)	108.0	0.5
34	Cc1ccc(C2=NN(C(=O)CNc3ccccc3C#N)C(c3ccco3)C2)cc1 (stereo not given)	107.0	0.8
35	c1ccc2c(c1)Nc1cc3ccccc3cc1O2	100.0	0.1
36	Fc1ccccc1CNCCCSc1nnnn1-c1ccccc1	106.0	-0.2
37	Cc1cc(NC(=O)c2ccc3c(c2)NC(=O)c2ccccc2S3)ccc1Br	104.0	0.8
38	CC(CN1CCCCC1)C(=O)NN (stereo not given)	101.0	-0.3
39	Cc1cccc(CSc2nc(N)cc(=O)[nH]2)c1	104.0	0.3
40	O=S(=O)(Nc1ccccc1)c1ccc(N2CCCCS2(=O)=O)cc1	99.0	-0.7
41	O=C(NC1CCCC1)c1ccc2c(=O)n(Cc3ccccc3)c(SCc3cccc(F)c3)nc2c1	101.0	-1.4
42	CCCCNc1ncnc2c1nnn2C	104.0	-0.6
43	CCOC(=O)C1=C2SCCN2C(=O)C(C#N)C1(C)C (stereo not given)	102.0	0.2
44	O=C(Cc1cccc(C(F)(F)F)c1)Nc1nnc(-c2ccccc2)o1	98.0	-0.6
45	O=C(OCc1nc2ccccc2s1)[C@@H]1CCCN1S(=O)(=O)c1ccc(Cl)cc1	104.0	0.3
46	O=C(NCc1ccc(Cl)cc1)c1ccc2c(=O)n3c(nc2c1)CCCCC3	100.0	-0.5
47	COc1ccccc1-n1cnc2cc(N=Cc3ccccc3O)ccc21	105.0	1
48	Cc1noc2ncnc(N3CCCC(C(=O)NCCC(C)C)C3)c12 (stereo not given)	110.0	0.5
49	CCN(CC)c1ccc(C=C(C#N)C#N)c(OC(C)=O)c1	79.0	-4.2
50	O=C(Sc1nc(-c2ccccc2)c(-c2ccccc2)[nH]1)c1cccs1	107.0	0.6
51	O=C1OCC(c2ccc(Cl)s2)=C1c1cccs1	101.0	-0.2
52	COc1ccc(C(=O)N(c2ccc(OC)cc2)S(=O)(=O)c2ccc3c(c2)n(C)c(=O)n3C)cc1	109.0	0.7
53	CCOC(=O)N1CCN(C(=O)C2CC(c3ccc(OC)c(OC)c3)=NO2)CC1 (stereo not given)	99.0	-0.1
54	C/C(=N\N=C1/NC(=O)C(CC(=O)O)S1)c1ccc(C)o1 (stereo not given)	99.0	-0.8
55	CC(Sc1nnc(N)s1)C(=O)N1N=C(c2ccc(Cl)cc2)CC1c1ccco1 (stereo not given)	105.0	0.3
56	CC(=O)Nc1nonc1NC(=O)C12CC3CC(CC(C3)C1)C2	109.0	0.5
57	Cn1ccnc1SCc1cc(=O)[nH]c2ccccc12	103.0	-0.2
58	CCc1ccc(NC(=O)Nc2ccc3nc(N4CCN(C)CC4)cc(C)c3c2)cc1	100.0	-0.4
59	O=C(Cn1c(=O)n(CC2CCCO2)c(=O)c2ccccc21)Nc1ccc(F)cc1F (stereo not given)	106.0	0.1
60	CC(O)(C#CCN1CCCCC1)C1CC1 (stereo not given)	114.0	1.2

The list goes on:
No.	SMILES	Polio RdRp inh	Polio RdRp inh FP z-score
61	Cc1ccc(CCNS(=O)(=O)c2ccc3c(c2)CC(C)N3C(=O)C2CCC2)cc1 (stereo not given)	109.0	0.5
62	CC1CCN(CCCNC(=O)Cn2ncc3c([nH]c4ccccc43)c2=O)CC1	100.0	-1.2
63	O=c1[nH][nH]c(=O)c2c(N=Cc3cccc4ccccc34)cccc12	96.0	-0.6
64	COc1cccc2sc(N(CCN(C)C)C(C)=O)nc12	100.0	-0.4
65	CC(C)(C)CC(=O)NN1C(=O)c2cccc3cccc(c23)C1=O	106.0	0.3
66	CC(=O)N1CCCc2cc(S(=O)(=O)N3CCC(C(=O)NCc4ccc(N(C)C)cc4)CC3)ccc21	106.0	-0.2
67	COc1ccccc1C(=O)Nc1ccc(S(=O)(=O)NC(C)C)cc1	101.0	0.5
68	O=C(CCSCc1cccc(Cl)c1)NCCc1ccc(Cl)cc1	112.0	0.4
69	CCOC(=O)c1scc(-c2ccc(C)cc2)c1S(=O)(=O)Nc1ccc(F)c(F)c1	105.0	-0.3
70	Cc1n[nH]c(C)c1CCCOc1ccccc1	101.0	-0.3
71	O=C(NCc1ccccc1Cl)c1ccc2c(c1)N(Cc1ccccc1)C(=O)CS2	114.0	1
72	COc1ccc(CCNC(=O)c2ccc(Cn3c(=O)c4ccccc4n(Cc4cccc(C)c4)c3=O)cc2)cc1OC	105.0	-0.3
73	CC1CN=C(N(C(=O)Nc2ccc(Cl)cc2)C(C)c2ccccc2)S1 (stereo not given)	102.0	-0.3
74	CC(Oc1ccccc1Cl)C(=O)N1CCN(CCc2ccccn2)CC1 (stereo not given)	110.0	0.2
75	COc1ccc(-c2cc(C(F)(F)F)nc(SC3CC(O)C4OCC3O4)n2)cc1OC (stereo not given)	103.0	0.1
76	CCc1ccc(NC(=O)C2CC3CCCN3C23C(=O)Nc2ccccc23)cc1 (stereo not given)	101.0	-0.2
77	O=NC1=C(c2c(O)[nH]c3ccccc23)CCCC1	103.0	0.2
78	O=C(OCc1cc(=O)oc2cc(O)ccc12)c1cc(Br)ccc1O	103.0	0.1
79	O=C(CCc1ccccc1)N1CCN(c2ccccc2)CC1	106.0	0.2
80	COc1ccc(OCCn2cc(C(=O)C(C)(C)C)c3ccccc32)cc1	100.0	-0.3
81	CC(Sc1cccc2cccc(C(=O)O)c12)C(=O)O (stereo not given)	105.0	0.6
82	O=C(Cn1c(=O)oc2cc(S(=O)(=O)NC3CCCC3)ccc21)Nc1ccc(F)c(F)c1	107.0	1.1
83	COc1ccc(CNC(=O)c2cc3sccc3n2Cc2ccc(C)cc2)cc1	102.0	-0.9
84	C/C=C/C1OCC2C(C)C=C(C)C1C2C (stereo not given)	102.0	0
85	NC(=O)c1cc2cc(Br)ccc2oc1=O	101.0	0.1
86	CCn1c(Sc2ccc(N)cc2Cl)nc2ccccc21	99.0	-0.2
87	CN1CCN(S(=O)(=O)c2cccc(C(=O)Nc3cc(C(F)(F)F)cc(C(F)(F)F)c3)c2)CC1	101.0	-0.1
88	CCOc1ccc(NC(=O)c2cc3oc(C)cc3n2Cc2ccc(C)cc2)cc1	100.0	0
89	CCC(=O)N(Cc1ccco1)c1nc(-c2ccccc2)cs1	100.0	-0.5
90	COc1ccc(NC(C)=S)cc1C	98.0	-0.7
91	Cc1ccc(C(=O)c2cn(Cc3c(F)cccc3Cl)c3nc(C)ccc3c2=O)cc1	102.0	-1
92	O=C1CCCC2=C1C(c1cccc3ccccc13)C1=C(CCCC1=O)N2	107.0	0.5
93	O=C1C2CCN(CC2)C1(CO)CO	103.0&101.0	0.6&0.2
94	O=C(NCCC1=CCCCC1)c1cc(-c2ccccn2)nc2ccccc12	100.0	-0.5
95	c1nc(Nc2ccc(N3CCOCC3)cc2)c2ccsc2n1	106.0	0.6
96	COC(=O)C1CC23C=CNC4CCC5(c6ccccc6NC15C2C)C43 (stereo not given)	106.0	0.8
97	COc1ccccc1CNC(=O)[C@@H]1CCCN1S(=O)(=O)c1ccc(C)cc1	102.0	-0.1
98	CN(C(=O)c1ccc(N)cc1)c1ccccc1	101.0	0.3
99	O=c1cc(CSc2nnnn2-c2ccccc2)[nH]c2[nH]n(-c3ccccc3)c(=O)c12	101.0	-0.2
100	CCOc1ccc(Br)cc1S(=O)(=O)Nc1ccc(N)cc1	106.0	0.5
101	CN(C)C(=O)C12CC3CC(CC(C3)C1)C2	101.0	-0.1
102	O=C(NC1CCCCCC1)c1cc2c(Cl)nc3ccccc3c2s1	106.0	0.3
103	CCOc1ccccc1C(=O)N(Cc1ccc(N(C)C)cc1)CC1CCCO1 (stereo not given)	110.0	0.6
104	CCC(C)NC(=O)c1ccc2c(=O)n(Cc3ccc(OC)cc3)c(=O)[nH]c2c1 (stereo not given)	100.0	0
105	CCOC(=O)c1cnc(SCc2c(C)cc(C)cc2C)nc1C(F)(F)F	104.0	0.1
106	CNCc1cc(=O)[nH]c2ccccc12	101.0	-0.2
107	c1csc(-c2cnc3n2CCCC3)c1	104.0	0.2
108	O=C(O)C1=C(C(=O)Nc2ccc(F)c(Cl)c2)CCCC1	103.0	0.3
109	CCN(CC(=O)Nc1ccc2c(c1)CCC2)CC(=O)Nc1ccc2c(c1)OCCO2	108.0	0.6
110	CC1C2CC(CN2C(=O)Cc2c[nH]c3ccccc23)CC1(C)C (stereo not given)	101.0	-0.1
111	Cc1nc(NC(=O)c2c(-c3ccccc3)c(-c3ccccc3)nn(C)c2=O)sc1C	108.0	0.4
112	CCC(=O)Nc1cc(NC(=O)CC)cc(C(=O)O)c1	97.0	-0.7
113	NC(=O)c1nnc2ccc(Cl)cc2c1N	105.0	0.2
114	O=S(=O)(NCc1nc2cccnc2n1Cc1ccc(F)cc1)c1ccc2c(c1)CCCC2	110.0	0.6
115	CC(C)(C)C(=O)C[n+]1cccc(C(N)=O)c1	99.0	-0.4
116	O=c1n(Cc2ccc(F)cc2)nc2n1-c1cc(Cl)ccc1OC2	106.0	0.3

High-throughput results: PubChem, ICCB-Longwood Screening Facility, Harvard Medical School
